FBW7 activator = human FBW7 E3 ligase activation, primary screen; AID 1259310; AlphaScreen FBW7–phospho-cyclin E peptide binding, activator screen; Q969H0; actives 0.13% (n = 650,000); normalized activity (activation), % at 26.1 µM; in the data active means normalized activity above about 1.9%;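 further: purified mutant Fbw7 with reduced substrate affinity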
TEAD-YAP block = TEAD-YAP interaction inhibition | HEK-TIYL cells, TEAD-Gal4/YAP UAS-luciferase luminescence | AID 1259422 | inhibition, % at 9.12 µM | actives 1.4% (n = 640,000); in the data active means inhibition above about 32%;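 further: 0% = median of test compound wells and 100% = reference inhibitor wells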
MITF primary = human MITF inhibition, primary screen. O75030. AlphaScreen MITF homodimerization, bead proximity signal. inhibition, % at 2.6 µM. actives 0.91% (n = 650,000). AID 1259374; in the data active means inhibition above about 50%;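 further: 0% = vehicle wells with protein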
Target sequence (O75030 whole entry, looked up): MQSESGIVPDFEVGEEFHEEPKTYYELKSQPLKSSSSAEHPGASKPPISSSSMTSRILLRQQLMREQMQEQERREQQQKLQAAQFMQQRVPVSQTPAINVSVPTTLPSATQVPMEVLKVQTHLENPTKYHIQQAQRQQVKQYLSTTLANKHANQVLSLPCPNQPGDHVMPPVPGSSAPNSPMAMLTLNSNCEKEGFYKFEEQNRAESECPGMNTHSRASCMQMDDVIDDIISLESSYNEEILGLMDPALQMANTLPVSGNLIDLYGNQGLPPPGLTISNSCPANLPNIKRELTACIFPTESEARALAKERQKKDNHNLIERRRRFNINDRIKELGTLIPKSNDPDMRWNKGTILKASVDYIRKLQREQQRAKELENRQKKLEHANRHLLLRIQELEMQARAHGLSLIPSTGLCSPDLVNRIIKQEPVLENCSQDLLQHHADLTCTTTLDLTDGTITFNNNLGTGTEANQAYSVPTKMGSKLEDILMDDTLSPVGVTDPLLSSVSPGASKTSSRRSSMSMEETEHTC
GPR151 ag = activators of human GPR151 | Q8TDV0 | PathHunter beta-arrestin GPR151 cells, luminescence | activation, % at 11.2 µM | actives 1% (n = 650,000); in the data active means activation above about 4.9%;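 further: 0% = median of compound wells and 100% = cells with positive control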
Target sequence (Q8TDV0 whole entry, looked up): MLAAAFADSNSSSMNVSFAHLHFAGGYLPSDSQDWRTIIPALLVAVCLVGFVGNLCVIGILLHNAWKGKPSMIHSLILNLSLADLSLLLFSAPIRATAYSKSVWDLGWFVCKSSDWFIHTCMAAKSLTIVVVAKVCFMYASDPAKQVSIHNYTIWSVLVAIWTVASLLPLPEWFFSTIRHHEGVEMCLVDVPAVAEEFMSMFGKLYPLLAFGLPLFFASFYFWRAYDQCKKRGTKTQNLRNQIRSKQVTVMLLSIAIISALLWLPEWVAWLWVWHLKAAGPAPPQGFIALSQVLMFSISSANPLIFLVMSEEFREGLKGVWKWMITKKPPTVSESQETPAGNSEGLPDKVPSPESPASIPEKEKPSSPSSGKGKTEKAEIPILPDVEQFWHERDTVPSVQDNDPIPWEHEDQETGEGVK
* hit, by the source's call. Hits appear at their usual frequency; about 3.4% have a hit in one of these screens.

Each structure is followed by: FBW7 activator, TEAD-YAP block, MITF primary, GPR151 ag
[1] Cc1ccc(C(=O)N2CCN3C(=O)[C@H]([C@@H](C)O)NC(=O)[C@H]3C2)cc1F
→ -0.1, 4, -18, 0.0
[2] COc1ccc(/C=C(/C#N)C(=O)Nc2ccc([N+](=O)[O-])cc2)cc1
→ 0.0, 7, -6, 1.5
[3] Nc1ccc2nsnc2c1
→ -1.0, 20, 25, -1.5
[4] Cc1nc2c(nc(C)n2-c2ccccc2)s1
→ 0.0, -4, 17, -1.0
[5] C/C(=N\NC(=O)c1ccccc1Cl)c1ccccc1
→ 0.0, -2, -4, 1.6
[6] O=c1[nH]c2ccc(Cl)cc2c(-c2ccccc2)c1N1CCOCC1
→ -0.1, 2, -1, 0.0
[7] C=CCn1c(SCc2cc(=O)n3ccsc3n2)nc2scc(C3CC3)c2c1=O
→ -0.1, -5, 2, -0.5
[8] CC(=O)N1CCc2ccc(S(=O)(=O)N3CCCc4ccccc43)cc21
→ -0.3, 54*, 5, 6.7*
[9] C#CCOc1ccc(/C=C2/C(=O)N(c3cccc(C(=O)O)c3)N=C2C)cc1OC
→ -0.4, -5, 8, 0.0
[10] Cc1cc(NC(=O)COc2cc(F)ccc2[N+](=O)[O-])no1
→ -0.1, -44, -2, -1.6
[11] O=C(CN1Cc2ccccc2C1=O)Nc1ccc(F)cc1
→ 0.0, -10, -5, 2.9
[12] CCOC(=O)c1sc(NC(=O)COc2ccc([N+](=O)[O-])cc2)c(C(=O)OCC)c1C
→ 0.1, 4, 4, -0.4
[13] FC(F)(F)c1ccc(Cn2cnc3c(NCCN4CCOCC4)nc(Cl)nc32)cc1
→ 0.4, 8, 16, -1.0
[14] Cc1ccc(N2C(=O)CSC2c2cc3c(cc2[N+](=O)[O-])OCO3)cc1C (centres undefined)
→ -0.2, 1, 7, -1.1
[15] Cc1cc(N2CCCCC2)nc2ccc(NC(=O)C3Cc4ccccc4CN3S(C)(=O)=O)cc12 (centres undefined)
→ -0.1, 4, -8, 0.5
[16] CCc1cn[nH]c1C1CCN(C(=O)Cc2c(C)nn(-c3ccccc3)c2C)CC1
→ 0.6, 13, 18, 0.0
[17] C/C(=N\NC(=O)c1nnn(-c2nonc2N)c1CN1CCOCC1)c1cccs1
→ 0.1, -2, -5, 2.1
[18] Cc1ccc(-c2n[nH]c3c2C(c2cccc(F)c2)N(c2ccc(F)cc2)C3=O)cc1 (centres undefined)
→ 0.0, 3, -4, 0.1
[19] COCCCNC(=O)c1cc2cc3ccc(OC)cc3nc2o1
→ -0.1, -27, 1, -1.4
[20] Cc1nn(CC(=O)N(C)C)c(=O)c2ccccc12
→ 0.7, 8, 5, -0.8
[21] COc1ccc(-c2cc(=O)n(CC(=O)Nc3ccc(F)c(Cl)c3)cn2)cc1
→ 0.3, 6, -12, -0.2
[22] CCOC(=O)c1ccc(N2C(=O)c3cc(Cl)c(Cl)cc3C2=O)cc1
→ 0.7, 5, 16, 0.3
[23] CC1CCN(Cc2nnnn2CC(=O)N(C)Cc2ccccc2C(F)(F)F)CC1
→ -0.1, -5, 0, 2.0
[24] Cc1ccc2c(CC(=O)O)coc2c1C
→ 0.0, 0, -8, -0.6
[25] CC(=O)N1CCOc2cc(S(=O)(=O)NC3CCCc4ccccc43)ccc21 (centres undefined)
→ 0.0, 5, -2, -0.2
[26] O=C(Nc1ccc(N2CCOCC2)cc1)c1ccnc(N2CCN(Cc3ccc4c(c3)OCO4)CC2)c1
→ 0.1, 11, 13, -2.5
[27] COc1cc(OC)cc(C(=O)c2coc3ccc(O)c(CN4CCOCC4)c23)c1
→ -0.2, -6, -5, 0.0
[28] COc1cccc(N2C(=O)NC(=O)/C(=C/c3ccc(OC)c(O)c3)C2=O)c1
→ -0.1, -4, 4, 4.5
[29] O=C(NC1CCCCCCC1)c1cc(-c2ccccc2)nc2ccccc12
→ 0.2, 1, 8, -1.1
[30] COc1cccc(CCNc2ccnc3c2c(=O)n(C)c(=O)n3C)c1
→ 0.2, 6, 2, 0.2
[31] COc1cc(/C=C2\C(=O)NN(c3cccc(Cl)c3)C2=O)cc2sc(=O)oc12
→ -1.0, 7, -2, 0.0
[32] CC(C)C[C@@H]1NC(=O)[C@H]2CN(Cc3cccs3)CCN2C1=O
→ -0.3, 11, 3, -0.4
[33] O=C(Nc1ccccn1)C1C2CCC3C(CCC21)C3(Cl)Cl (centres undefined)
→ -0.1, -18, -28, 0.6
[34] CC(=O)N1c2c(cc(Br)cc2S(=O)(=O)NCc2ccc(F)cc2)CC1C (centres undefined)
→ 0.1, 3, 8, 0.7
[35] N#C/C(=C/c1ccccc1)c1nc2ccccc2[nH]1
→ 0.1, -23, 9, -1.2
[36] CCOc1ccc(CN2CCN(Cc3ccc(CO)o3)CC2CCO)cc1 (centres undefined)
→ 0.0, -3, 2, 0.7
[37] C=CCNC(=O)COc1ccc(Br)cc1
→ 0.0, -8, 8, -0.6
[38] O=S(=O)(Nc1ccc2c(c1)OCO2)c1ccc(Oc2ccc(Br)cc2)cc1
→ 0.1, -22, 7, 2.1
[39] COc1cc2nc(NC(=O)Cc3ccccc3)sc2cc1OC
→ -0.1, -9, 1, -1.3
[40] CCC(C(=O)Nc1ccc(C(C)=O)cc1)n1c(C)c2cnn(-c3ccccc3)c(=O)c2c1C (centres undefined)
→ 0.2, 2, 0, 0.6
[41] COc1ccc(Nc2nc(-c3cc4cc(Br)ccc4oc3=O)cs2)cc1
→ 0.3, -3, 5, -0.5
[42] O=C(NC1CC1)c1csc(-c2ccc(N3CCOCC3)nc2)n1
→ -0.1, -1, 5, -2.2
[43] Cc1ccccc1OCC(=O)Nc1ccc(N2CCN(C(=O)C(C)C)CC2)cc1
→ 0.1, 18, 1, -0.1
[44] CCOC(=O)c1ccc(CN(Cc2ccncc2)S(=O)(=O)c2ccc(C(C)(C)C)cc2)cc1
→ -0.1, 7, -16, 3.6
[45] O=C(COC(=O)c1cccc(O)c1)c1ccc(F)cc1
→ 0.3, -4, 15, -2.6
[46] C=CCON1C(=O)C(C)(C)N(OCC=C)C(=O)C1(C)C
→ -0.2, -1, -11, 0.8
[47] COCCn1nnnc1C(c1ccc(C)cc1)N1CCN(c2ccc(O)cc2)CC1 (centres undefined)
→ 0.0, 0, 2, 0.5
[48] CC(=O)Oc1ccc2c(C)c(C)c(=O)oc2c1
→ 0.0, -4, -6, -0.5
[49] Cc1oc(-c2cccc(F)c2)[n+]([O-])c1C
→ 0.9, -7, 10, 0.8
[50] CN(C)c1cc(F)cc(-c2ccnc(Nc3ccc(-n4cnc(N5CCOCC5)n4)cc3)n2)c1
→ -0.2, -7, -8, 1.9
[51] Cc1ccc(C(=O)Nc2cccc(-c3nc4ccccc4o3)c2)cc1
→ -0.4, -2, -9, -0.1
[52] CC(/C=C/c1ccc(N(C)C)cc1)=N\N=C(/N)SC1CC(=O)N(c2ccccc2)C1=O (centres undefined)
→ -0.2, -20, 11, 0.7
[53] CC(=O)Nc1ccc(OS(=O)(=O)c2ccc(Cl)c3ccccc23)cc1
→ 0.1, -4, -1, 1.1
[54] NC(=O)CSc1ccc(Br)cc1
→ 0.2, 1, -8, 2.0
[55] COc1ccc(-c2nc(CSCC(=O)N3CCOCC3)c(C)o2)cc1
→ -0.1, 21, -1, -0.7
[56] COCCSc1nnc(NC(=O)c2cc(Cl)ccc2OC)s1
→ -0.1, 6, 11, -0.6
[57] CN(C)CCOCCP(=O)(c1ccccc1)c1ccccc1
→ 0.0, -1, 16, 1.1
[58] CC(=O)N1CCN=C1SCc1ccc(Cl)cc1
→ -0.1, 2, 3, -1.2
[59] CC[C@H](C)[C@@H]1NC(=O)[C@@H]2C[C@H](NC(=O)Nc3ccccc3)CN2C1=O
→ 0.1, -10, 8, -0.6
[60] CCCC1=NN2C(=N)/C(=C/c3cn(CCOc4ccccc4)c4ccccc34)C(=O)N=C2S1
→ -0.1, 10, 6, 1.4

Compound profiles, as listed above:
`Nc1ccc2nsnc2c1` reads FBW7 activator: -1.0; TEAD-YAP block: 20; MITF primary: 25; GPR151 ag: -1.5
`FC(F)(F)c1ccc(Cn2cnc3c(NCCN4CCOCC4)nc(Cl)nc32)cc1` reads FBW7 activator: 0.4; TEAD-YAP block: 8; MITF primary: 16; GPR151 ag: -1.0

Limited to TEAD-YAP block, for 5 of the compounds above:
no. | compound | TEAD-YAP block
36 | CCOc1ccc(CN2CCN(Cc3ccc(CO)o3)CC2CCO)cc1 (centres undefined) | -3
37 | C=CCNC(=O)COc1ccc(Br)cc1 | -8
38 | O=S(=O)(Nc1ccc2c(c1)OCO2)c1ccc(Oc2ccc(Br)cc2)cc1 | -22
39 | COc1cc2nc(NC(=O)Cc3ccccc3)sc2cc1OC | -9
40 | CCC(C(=O)Nc1ccc(C(C)=O)cc1)n1c(C)c2cnn(-c3ccccc3)c(=O)c2c1C (centres undefined) | 2

Back to the main list, starting two compounds before the break.
Each structure is followed by: FBW7 activator, TEAD-YAP block, MITF primary, GPR151 ag
[59] CC[C@H](C)[C@@H]1NC(=O)[C@@H]2C[C@H](NC(=O)Nc3ccccc3)CN2C1=O
→ 0.1, -10, 8, -0.6
[60] CCCC1=NN2C(=N)/C(=C/c3cn(CCOc4ccccc4)c4ccccc34)C(=O)N=C2S1
→ -0.1, 10, 6, 1.4
[61] Cc1nc(-c2ccc(F)cc2)sc1-c1ccc(SCC(=O)N2CCCCC2)nn1
→ 0.0, -20, 6, -0.4
[62] Cc1nn(CC(=O)OCc2cc(F)cc3c2OC(c2ccccc2)OC3)c(C)c1[N+](=O)[O-] (centres undefined)
→ -0.2, -17, -6, -0.6
[63] Cc1nn(-c2cc(C)c3ccccc3n2)c2c1C1C(C2)C1(C)C (centres undefined)
→ 0.1, 0, 1, 0.9
[64] COc1ccc(OC)c(Nc2ccc(Nc3cc(OC)ccc3OC)nn2)c1
→ 0.0, -8, -11, -0.8
[65] COc1ccc(C(=O)Nc2ccc(OCC(=O)O)cc2)cc1[N+](=O)[O-]
→ 0.3, 7, 2, -1.3
[66] Cn1cc(-c2[nH]nc3nc(-c4cccc(CO)c4)ccc23)cn1
→ -0.3, -19, -12, -0.5
[67] COc1ccccc1NC(=O)c1cnc(SC)nc1C
→ -0.1, -17, 9, -1.1
[68] CC1Sc2ccc(C#N)cc2N(Cc2ccc(Cl)cc2)C1=O (centres undefined)
→ -0.1, 9, -1, 0.3
[69] CCCOc1ccc(C(=O)Nc2cccnc2)cc1
→ 0.1, -58, 14, -5.2
[70] CCOc1ccc(/C=C2\SC(=S)N(CCC(=O)N3CCN(C)CC3)C2=O)cc1
→ 0.0, 12, 19, 0.2
[71] CCOC(=O)c1sc(NC(=O)CSc2nnc(CNC(=O)c3cc(OC)cc(OC)c3)n2C)c(C(=O)OCC)c1C
→ -0.1, 9, 1, 0.1
[72] CCCCN(CCCC)S(=O)(=O)c1ccc(C(=O)Nc2sc3c(c2C(=O)OCC)CCN(CC)C3)cc1
→ 0.1, 5, -19, -0.8
[73] CC1CC(C)CN(S(=O)(=O)c2ccc(C(=O)N3CCN(C(=O)c4ccc(S(=O)(=O)N5CC(C)CC(C)C5)cc4)CC3)cc2)C1 (centres undefined)
→ -0.1, -5, -13, 1.5
[74] O=C(Nc1nnc(C2CCCO2)s1)C(Cl)Cl (centres undefined)
→ 0.0, -4, 13, -0.4
[75] CCOc1c(CC)cnc2c1c(=O)n(Cc1ccc(F)cc1)c(=O)n2C
→ -0.2, -2, -6, -0.4
[76] Cc1cccc(Nc2nc(O)c(/C=C3\C(=O)C=Cc4ccccc43)s2)c1
→ 0.9, 0, -14, -0.9
[77] Cc1ccc(CSc2nc3c(c(=O)[nH]c(=O)n3C)n2CCCc2ccccc2)cc1
→ 0.0, -7, -437, 0.9
[78] COc1cc(CN2CCN(CC(C)C)C(CCO)C2)ccc1O (centres undefined)
→ 0.1, -4, -24, 1.0
[79] CC1=C(C(=O)OC2CCCC2)C(c2ccc(I)cc2)C2=C(CCCC2=O)N1 (centres undefined)
→ 0.3, -5, -16, -0.7
[80] O=C(c1ccc(Br)c([N+](=O)[O-])c1)N1CCCCCC1
→ 0.0, -1, -2, 1.3
[81] CCC1CCCCN1S(=O)(=O)c1ccc(F)c(C(=O)Nc2ccccc2Br)c1 (centres undefined)
→ 0.0, -1, 10, 0.0
[82] O=c1[nH]c(N2CCCCC2)nc2c1CCN(Cc1ccccn1)C2
→ 0.6, 3, 14, -0.2
[83] COCCNCCOc1ccc(C)cc1C
→ -0.1, -4, 35, 8.1*
[84] COc1cn(CC(=O)Nc2ccc(C(C)=O)cc2)c(CSc2ccc(C)cc2)cc1=O
→ 0.1, 8, 0, 0.0
[85] CS/C(=C\[N+](=O)[O-])Nc1ccc(C(C)(C)C)cc1
→ -0.1, 55*, -14, -0.8
[86] CSc1ccccc1NC(=O)CN(c1cccc(C)c1)S(C)(=O)=O
→ -0.3, -1, -12, -0.6
[87] O=c1[nH]c(O)c(C(c2ccc(F)cc2)N2CCCC2)c(=O)[nH]1 (centres undefined)
→ 0.0, -9, 9, -0.2
[88] CCCCN1C(=O)C2ON(c3ccccc3)C(c3ccc(OC)cc3)C2C1=O (centres undefined)
→ -0.1, 2, 4, 2.9
[89] Cc1ccc(C(CC(=O)NCc2ccco2)c2ccccc2)c(O)c1 (centres undefined)
→ -0.1, 0, 10, 1.0
[90] CCOC(=O)C1CCN(C2CC(=O)N(c3ccc(Cl)c(Cl)c3)C2=O)CC1 (centres undefined)
→ 0.0, 10, 5, -0.3
